Screening data as filed in PubChem BioAssay.
ELG1 genotox: genotoxicity induction in ELG1-luciferase HEK293T cells | HEK293T ELG1-luciferase reporter, luminescence, 16 h | Potency, µM (series often up to 46 µM), for the others: top-dose activity change, positive = activation, hits mostly activators | 1.3% of 330,000 active | AID 504466; note: potency is the fitted concentration of half-maximal effect; % of control where 0% means no effect; nearly all actives have a fitted effect of over 60% in size
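16 hr compound incubation (37 °C, 5% CO2) of HEK293T cells carrying luciferase-tagged ELG1; luciferase then measured by ONE-Glo luminescence after 30 min at RT.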
Tb PFK inh: inhibitors of T. brucei phosphofructokinase. O15648. T. brucei PFK, ADP-Glo luminescence. Potency, µM (highest dose often 57.5 µM), inactives show top-dose activity, negative = inhibition, most hits filed as inhibitors. 0.17% of 330,000 active. AID 485367;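 note: potency is the fitted concentration of half-maximal effect; 0% = uninhibited 1x PFK enzyme wells and -100% = no-enzyme wells; nearly all actives have a fitted effect of over 60% in size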
Target sequence (O15648 whole entry, looked up): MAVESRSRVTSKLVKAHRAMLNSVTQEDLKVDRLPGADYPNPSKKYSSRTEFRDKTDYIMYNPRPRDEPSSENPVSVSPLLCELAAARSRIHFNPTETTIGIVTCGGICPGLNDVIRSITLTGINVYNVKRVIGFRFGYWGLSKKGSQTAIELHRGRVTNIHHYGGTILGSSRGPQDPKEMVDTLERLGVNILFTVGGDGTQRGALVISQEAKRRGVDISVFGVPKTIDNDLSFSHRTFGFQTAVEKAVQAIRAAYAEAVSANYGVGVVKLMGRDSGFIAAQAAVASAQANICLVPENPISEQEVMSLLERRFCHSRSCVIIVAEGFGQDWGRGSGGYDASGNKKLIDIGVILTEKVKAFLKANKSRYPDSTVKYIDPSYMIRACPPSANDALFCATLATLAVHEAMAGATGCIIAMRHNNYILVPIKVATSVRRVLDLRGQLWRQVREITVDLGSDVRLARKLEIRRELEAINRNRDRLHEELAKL
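Luminescent ADP detection (ADP-Glo, two-step: ATP depletion then ADP-to-ATP conversion for luciferase) reported PFK activity after 45 min room-temperature reaction of 1.25 nM enzyme with 0.5 mM F6P and 0.1 mM ATP at pH 8.0.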
KCNH2 3.1 inh: KCNH2 3.1 (human) potassium channel inhibition; AID 720553; activity change, % (tested at about 1.8 µM); U2OS KCNH2 3.1, thallium flux FluxOr; stronger effect = lower value; 0.95% of 340,000 active;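 active = maximum activity change below -70%; inconclusive = maximum activity change from -70% to -50%; inactive = maximum activity change above -50%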;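 note: thallium influx rate constant from kinetic fluorescence after stimulation buffer; % is set by controls: 0 for no effect and ±100 for the full control effect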
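Normalized rate constant (relative to positive and negative DMSO controls) derived from a 2 min kinetic fluorescence read after stimulation; U2OS cells expressing the 3.1 isoform via virus at 1.77 x 10^8 /mL.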
Giardia kill: kills Giardia lamblia; Giardia lamblia trophozoite viability; activity change, % at 7.66 µM, hits read low; 0.15% of 340,000 active; AID 540267; in the data active = activity change below about -80%; inconclusive = between about -30% and that limit;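 note: parasites exposed to compound for two days anaerobically before the ATP read; % is set by controls: 0 for no effect and ±100 for the full control effect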
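Each well holds 100 Giardia trophozoites and compound. After two days (48 hrs) at 37 deg C in anaerobic conditions, ATP is quantified by luminescence.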
Coupling enz: counter-screen for Giardia aldolase inhibitors: coupling enzyme system | coupling enzyme system counterscreen, AmpLite Red fluorescence | activity change, negative = inhibition, % at 58.2 µM, hits read low | 0.67% of 290,000 active; in the data active = activity change below about -30%; note: % is set by controls: 0 for no effect and ±100 for the full control effect
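Fluorescence at 525 nm excitation and 598 nm emission measured inhibition of the coupled detection system without aldolase. Compounds (at 57.5 uM final) were preincubated 10 min at room temperature with coupling enzyme reagent before a 20 min substrate/AmpLite Red step.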
uPA generation: inhibitors of cell surface uPA generation; cell surface uPA generation assay, qHTS; Potency, µM (highest dose often 38.3 µM), inactives show at the top dose activity change, negative = inhibition, actives largely listed as inhibitors; 0.31% of 330,000 active; active = well fitted inhibition curve with a large enough effect; inconclusive = small, poorly fitted or top-dose-only effect; inactive = no such curve, though single readings can be large or run the other way; tested in mouse RAW 264.7 cells; note: potency is the fitted concentration of half-maximal effect; % is set by controls: 0 for no effect and ±100 for the full control effect; nearly all actives have a fitted effect of over 55% in size
FLuc counter: inhibits or activates purified firefly luciferase, miR-21 counter-screen. 6.9% of 360,000 active. purified FLuc, Km substrates, luminescence inhibition. Potency, µM (top dose mostly 57.5 µM), for the others: top-dose activity change, negative = inhibition, most hits filed as inhibitors;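 note: potency is the fitted concentration of half-maximal effect; plate controls were vehicle for no effect and reference inhibitor for full effect; nearly all actives have a fitted effect of over 55% in size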
Target sequence (P08659 whole entry, looked up): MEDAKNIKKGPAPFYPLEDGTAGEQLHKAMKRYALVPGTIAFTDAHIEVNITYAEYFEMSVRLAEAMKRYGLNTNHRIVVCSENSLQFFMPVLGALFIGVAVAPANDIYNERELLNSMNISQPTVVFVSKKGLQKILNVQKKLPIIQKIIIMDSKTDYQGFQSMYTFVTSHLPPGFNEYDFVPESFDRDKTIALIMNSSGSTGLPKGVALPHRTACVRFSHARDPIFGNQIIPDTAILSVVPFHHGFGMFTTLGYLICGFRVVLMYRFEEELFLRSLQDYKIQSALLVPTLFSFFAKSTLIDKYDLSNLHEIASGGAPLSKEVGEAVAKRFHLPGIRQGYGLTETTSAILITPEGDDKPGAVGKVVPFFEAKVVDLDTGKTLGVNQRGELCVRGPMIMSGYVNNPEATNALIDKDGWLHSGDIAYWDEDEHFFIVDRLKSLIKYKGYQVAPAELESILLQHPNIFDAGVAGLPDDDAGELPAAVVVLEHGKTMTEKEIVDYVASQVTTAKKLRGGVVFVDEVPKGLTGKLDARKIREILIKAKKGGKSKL
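Purified P. pyralis luciferase (10nM final) with 10uM D-luciferin and 10uM ATP (Km levels) in 50mM Tris acetate pH 7.5, 10mM Mg acetate, 0.01% Tween-20, 0.05% BSA; qHTS 6-point titration, ~60 µM downward; luminescence read.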
NPC1 prom act: activates the NPC1 promoter; AID 485313; Huh7 NPC1 promoter luciferase reporter, 24 h; 2.4% of 320,000 active; Potency, µM (doses to about 9.22 µM), for inactives: at the highest dose activation, most hits filed as activators;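 note: potency is the fitted concentration of half-maximal effect; % of control where 0% means no effect; nearly all actives have a fitted effect of over 60% in size; reporter is driven by a mutant NPC1 promoter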
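NPC1 promoter–luciferase Huh7 cells; 24 h compound; luminescence.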
Rab9 prom act: Rab9 promoter activation; Huh7 Rab9 promoter-luciferase reporter, luminescence, 24 h; Potency, µM (doses to about 9.22 µM), without a hit: at the highest dose activation, negative = inhibition, hits mostly activators; 2.8% of 320,000 active; note: potency is the fitted concentration of half-maximal effect; % of control where 0% means no effect; nearly all actives have a fitted effect of over 60% in size
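Stable Rab9-luc Huh7, 1500 cells/well, 2 h settle; cmpd in DMSO, 24 h, 37 °C/5% CO2; luciferase reagent 10 min RT; luminescence.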
Gal4-VP16 FLuc: Gal4-VP16 reporter inhibition counter-screen; 3.5% of 310,000 active; Potency, µM (doses to about 53.6 µM), inactives show top-dose activity, negative = inhibition, usual class: inhibitors; Drosophila S2 Gal4-VP16 UAS-luciferase, luminescence, 20 h;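 note: Gal4-VP16 expression switched on by copper sulfate through the metallothionein promoter; potency is the fitted concentration of half-maximal effect; % is set by controls: 0 for no effect and ±100 for the full control effect; nearly all actives have a fitted effect of over 50% in size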
RORgamma inh: ROR gamma (mouse) transcription inhibition. P51450. Drosophila S2 Gal4-RORgamma UAS-luciferase reporter, 20 h. Potency, µM (titrated, usually from 53.6 µM), for inactives: top-dose activity change, negative = inhibition, usual class: inhibitors. 5.4% of 310,000 active. AID 2551; note: potency is the fitted concentration of half-maximal effect; % is set by controls: 0 for no effect and ±100 for the full control effect; nearly all actives have a fitted effect of over 60% in size
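ROR gamma transcriptional activity was tracked as Gal4-UAS luciferase output in stably transfected Drosophila Schneider cells, with compound added 1 hr before 700 uM copper sulfate induction and a 20 hr ambient-temperature incubation.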
The depositor's hits bear a star; ? = inconclusive; nt = not tested or not shown; [ ] = another dose, or the depositor's remark. Unless noted, calls come from the whole dose curve; as a rule, active = well fitted curve in the direction sought with a large enough effect; inconclusive = small, poorly fitted or top-dose-only effect, or another doubt; inactive = no such curve, though single readings can be large; an effect the other way counts as inactive or inconclusive.

SMILES	ELG1 genotox	Tb PFK inh	KCNH2 3.1 inh	Giardia kill	Coupling enz	uPA generation	FLuc counter	NPC1 prom act	Rab9 prom act	Gal4-VP16 FLuc	RORgamma inh
COc1cccc(NC(=O)N2CCCC2C(=O)NC(C)C)c1 (stereo not given)	1.5%	0.6%	-1.6	-4.8	4.5	0.5%	0.6%	1.2%	-3.2%	5.9%	-8.2%
O=C1CN(S(=O)(=O)c2ccc(F)cc2)CCN1	-2.2%	3.6%	13.0	8.6	nt	4.3%	nt	nt	nt	nt	nt
CC(C)C[C@H](NC(=O)C1CC(=O)N(c2ccc(F)cc2)C1)C(=O)N1CCCCC1 (stereo not given in full)	-0.7%	-1.9%	2.6	18.7	-0.6	3.5%	0.6%	-4.2%	3.1%	-11.1%	10.5%
CCOC(=O)c1c(C)n(C)c2ccc(OC)c(NC(=O)CN3CCN(C4CCCCC4)CC3)c12	6.4%	-4.0%	6.3	-6.5	-2.9	-4.6%	0.7%	2.5%	2.2%	-6.7%	2.1%
COc1ccc(S(=O)(=O)N(C)C2(C)CCS(=O)(=O)C2)cc1OC (stereo not given)	14.1%	-7.2%	-5.7	-27.2	nt	-2.3%	0.0%	-4.9%	-1.6%	nt	nt
Cc1ccc(S(=O)(=O)Cn2nnnc2CN2CCN(C(=O)c3ccco3)CC2)cc1	2.1%	-1.4%	-32.1	7.4	-0.5	4.5%	0.3%	-2.4%	-2.1%	5.8%	-5.0%
OCc1csc(=Nc2ccccc2)n1-c1ccccc1	1.7%	-3.2%	10.2	-1.7	-0.3	-0.2%	3.8%	1.9%	-1.3%	-4.9%	1.8%[10 µM]
COC(=O)c1ccccc1NCC(=O)c1ccc(OC)cc1	6.7%	-23.4%	-4.6	-9.9	0.4	0.1%	?	?	29.1%	17.8µM*	28.9%
O=C1C2=C(C(=O)c3ccccc31)C1O[C@](CCCCN3C(=O)c4ccccc4C3=O)(Cc3ccccc31)O2	nt	4.1%[11.5 µM]	nt	nt	-20.4	nt	-0.2%[11.5 µM]	-5.8%[1.84 µM]	0.0%[1.84 µM]	-3.5%[10 µM]	1.1%[10 µM]
CCOC(=O)C1CCN(C(=O)C2(NC(=O)Nc3ccc(F)cc3F)CCCCC2)CC1	-1.9%	4.9%	-1.5	-0.5	1.6	-0.6%	1.6%	-2.0%	0.9%	-1.4%	-2.8%
CC1(c2ccccc2)NC(=O)N(CC(=O)Nc2ccc3c(c2)CCC3)C1=O (stereo not given)	-2.2%	2.6%	2.6	9.6	nt	11.5%	nt	nt	nt	nt	nt
O=C(c1ccc(Cl)cc1)N(c1ccccn1)C1CCCCC1	-1.4%	-1.7%	-1.3	-1.6	-2.8	nt	-1.8%	0.0%	-0.1%	-5.6%	-3.5%
Cc1cccc(-n2c(Cc3cc(=O)[nH]c(=O)[nH]3)nnc2SCC(=O)N2CCCCC2)c1	0.5%	5.0%	7.0	13.4	-0.9	6.4%	1.4%	-1.0%	-6.1%	1.1%	7.3%
COc1ccc(C(=O)N2CCN(S(=O)(=O)c3ccc(F)cc3)CC2)cc1OC	0.3%	0.4%	1.6	?	-7.8	19.5%	0.7%	0.3%	-2.5%	3.2%	14.2%
N#Cc1c(N)nc(N2CCCC2)c(C#N)c1-c1ccc(Cl)cc1	3.2%	-5.0%	-48.3	3.1	0.0	6.2%	0.2%	0.5%	-3.1%	-6.3%	-6.7%
O=C(COc1ccc2c(-c3ccccc3)cc(=O)oc2c1)NCCCN1CCOCC1	?	4.7%	-6.4	14.6	nt	0.9%	?	26.6%	5.8%	5.6%	2.9%
COc1ccc(NC(=O)COC(=O)c2ccc3ccccc3n2)cc1OC	1.7%	0.0%	-4.7	-3.2	nt	-1.8%	nt	nt	nt	nt	nt
Cc1ccnc(Cc2ccccc2)n1	0.5%	-11.2%	2.8	22.9	-0.7	5.4%	1.3%	-1.4%	-5.8%	-3.4%	?
O=C(CN(c1ccc2c(c1)OCCO2)S(=O)(=O)c1ccccc1)Nc1ccc2c(c1)OCO2	-11.5%	-6.6%	-6.7	1.0	-9.8	3.2%	1.2%	11.9%	-4.0%	-7.6%	18.1%
Cc1cc(C)cc(N2C(=O)CC(Cn3nc(C)cc3C)C2=O)c1 (stereo not given)	0.5%	0.1%	-5.9	10.2	3.1	7.4%	-1.8%	1.5%	1.0%	3.8%	28.6%
N=c1c(C(=O)NCCc2ccccc2)cc2c(=O)n3ccccc3nc2n1CC1CCCO1 (stereo not given)	-7.9%	0.6%	-24.9	6.0	1.6	-8.2%	0.5%	1.6%	-2.2%	-1.2%	33.0%
CCN1C(=O)c2cccc3c(NC(=O)c4ccc5c(c4)OCCO5)ccc1c23	18.6%	-1.3%	9.0	4.1	1.3	4.4%	-1.4%	17.4%	?	-15.3%	-1.7%
O=C(Cc1c[nH]c2ccccc12)NC1(C(=O)NC2CCCC2)CCCCC1	11.7%	7.1%	-1.9	2.2	2.7	1.5%	-3.4%	3.6%	-3.3%	5.4%	-1.3%
COc1cc(OC)c(NC(=O)CCc2nc(-c3cccs3)no2)cc1Cl	2.6%	-2.3%	1.7	-11.5	-7.2	-5.4%	?	-6.3%	-1.6%	6.6%	?
O=S(=O)(NCc1ccncc1)c1ccccc1	-10.2%	0.5%	8.9	-13.8	0.7	-3.3%	4.9%	-5.7%	-11.1%	15.8µM*	18.4%
O=C(CCS(=O)(=O)c1ccc(Br)cc1)NC1CCCCCC1	-0.2%	-24.4%	0.1	-0.7	1.9	-3.6%	-3.6%	-0.3%	-2.3%	-5.9%	3.8%
Cc1[nH]nc(SCC(=O)NCc2ccc(Cl)cc2)c1[N+](=O)[O-]	0.5%	-8.3%	3.2	-11.4	1.5	-2.8%	6.4%	1.2%	-3.1%	-4.4%	-12.0%
CCN1C(=O)[C@H]2[C@H]3CN=C(SCc4ccc(Cl)cc4)N3[C@@](Cc3ccccc3)(C(=O)OC)[C@H]2C1=O	-12.2%	-13.9%	-23.8	9.6	nt	-9.8%	nt	nt	nt	nt	nt
O=C(NCc1ccco1)C1CCCN(S(=O)(=O)Cc2ccccc2)C1 (stereo not given)	0.6%	-2.0%	-5.3	4.3	6.8	-4.5%	0.3%	6.8%	-13.3%	5.4%	0.2%
CC(C)n1nc(C(=O)Oc2ccc(Cl)cc2)c2ccccc2c1=O	-0.6%	0.2%	-1.2	2.6	1.1	-3.1%	3.9%	5.3%	-4.0%	0.7%	-21.3%
CCCOc1ccc(NC2=CC(=O)CC(C)(C)C2)cc1	12.2%	-2.9%	9.8	2.3	0.6	1.0%	-13.8%	1.4%	14.3%	7.9%	38.0%
S=C(N/N=C/c1ccc(Cl)cc1)N1CCOCC1	?	11.2%	nt	14.2	-16.1	4.5%	?	29.1%	29.0%	1.78µM*	0.355µM*
O=C(C1COc2ccccc2O1)N1CCCCC1 (stereo not given)	4.5%	-3.0%	33.1	1.8	nt	-7.7%	-2.2%	-0.7%	19.9%	nt	nt
CCC1CCCCN1S(=O)(=O)c1ccc(NC(=O)c2cccnc2)cc1 (stereo not given)	11.2%	-1.5%	3.3	-9.9	nt	-5.0%	4.3%	10.8%	18.2%	-2.6%	1.6%
OCc1cc(CO)c(O)c(CCc2ccccc2)n1	1.6%	-2.5%	8.2	-7.2	-0.4	0.2%	4.0%	1.5%	-4.6%	2.7%	12.7%
N#Cc1c(-c2cccs2)nc(SCC(=O)c2ccc(Br)cc2)[nH]c1=O	-2.7%	-7.5%	-7.8	18.6	3.0	0.2%	0.5%	0.9%	-1.2%	-7.3%	28.9%
COc1ccccc1N=Nc1ccc(O)c2ncccc12	?	-13.8%	-0.4	-19.7	-27.2	?	6.75µM*	-35.1%[inhibitor]	-21.5%	3.16µM*	2.82µM*
CN(CCC1CCCCO1)C(=O)CCc1nnc(Cc2c[nH]c3ccccc23)o1 (stereo not given)	4.9%	3.9%	-1.5	-1.4	nt	10.0%	1.2%	1.5%	14.9%	5.1%	-8.2%
CCCC(C)NC(=O)COC(=O)c1cccc(NS(C)(=O)=O)c1 (stereo not given)	1.1%	-1.9%	11.3	35.0[activator]	0.4	-11.6%	-1.8%	-2.1%	-0.5%	3.3%	0.3%
O=C(CSc1ccc2nnc(-c3cccnc3)n2n1)Nc1ccccc1	13.7%	-2.3%	4.2	-1.2	nt	7.9%	-2.6%	-2.3%	0.0%	-3.4%	3.0%
COc1cc(C(=O)NCc2nnc(SCC(=O)Nc3cccc(C)c3)o2)cc(OC)c1OC	2.5%	0.9%	3.9	-4.6	-1.3	-1.5%	-0.6%	-6.9%	0.4%	1.0%	-3.1%
COC(=O)Cc1cc(=O)[nH]c(/N=C(\N)Nc2cccc(C)c2)n1	3.0%	-1.0%	-0.3	5.0	-0.5	1.0%	4.2%	-2.6%	-6.7%	-4.4%	2.7%
COc1cccc(CNCc2cccnc2)c1OCc1ccccc1	-3.7%	-1.9%	21.6	2.8	-0.9	0.8%	0.8%	-3.4%	1.5%	-13.8%	-21.4%
